NPSR antag: blocks cAMP signaling of the human neuropeptide S receptor; Q6W5P4; CHO-NPSR cells, cAMP TR-FRET, antagonist mode; Potency, µM (top dose mostly 38.3 µM), for inactives: at the top dose activity change, negative = inhibition, actives largely listed as inhibitors; actives 1% (n = 220,000); also: potency is read from the fitted curve at half-maximal effect; % is scaled to controls: 0 for no effect and ±100 for the full control effect; nearly all actives have a fitted effect of over 50% in size; many of its hits are not listed in these tables
IMPase Li inh: membrane-permeable IMPase blocker, potentiated with lithium; actives 0.35% (n = 210,000); Potency, µM (series often up to 59.4 µM), for inactives: top-dose activity, negative = IMPase inhibition, actives largely listed as inhibitors; CHO-M1 cells, IP1 TR-FRET (IP-One), carbachol + lithium; AID 1457;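 also: IP1 builds up when IMPase is blocked and the TR-FRET signal falls; potency is read from the fitted curve at half-maximal effect; plate controls were basal vehicle for no effect and high inhibitor control for full effect; nearly all actives have a fitted effect of over 50% in size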
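IP1 accumulation measured by competitive TR-FRET in lysed CHO-M1 cells after 30 min compound exposure at 37C, with a small lithium addition to potentiate weak responses. Hill-equation AC50 from ratio and donor-channel data.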
HttQ103 aggreg: inhibitors of mutant huntingtin aggregate formation in PC12 cells | AID 1688 | actives 1.1% (n = 220,000) | PC12 HttQ103-GFP aggregates, Acumen cytometry, 40 h | Potency, µM (highest dose often 46.1 µM), for the others: top-dose activity change, negative = inhibition, most hits filed as inhibitors; also: potency is read from the fitted curve at half-maximal effect; % is scaled to controls: 0 for no effect and ±100 for the full control effect; nearly all actives have a fitted effect of over 60% in size
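PC12 cells with ecdysone-inducible HTT exon1 Q103-GFP, induced by 100 nM tebufenozide, given compounds in a concentration series. GFP aggregates (1–25 um, 6 SD above background) counted in lysates by laser-scanning cytometry, 488 nm excitation.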
Epigenetic reg: epigenetic control regulation, reporter derepression | murine LDR cells, GFP reporter derepression, 30 h | Potency, µM (series often up to 53.9 µM), for the others: at the top dose GFP activation, usual class: activators | actives 0.2% (n = 280,000) | AID 1865; also: potency is read from the fitted curve at half-maximal effect; % of control where 0% means no effect; nearly all actives have a fitted effect of over 60% in size
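Readout is the number of GFP-expressing murine LDR cells, counted by cytometry following washing. Cells were treated with compound for 30 h at 37 C; the stably integrated CMV-GFP locus is normally silent.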
CBFb-RUNX1 inh: CBF-beta/RUNX1 interaction disruption | AlphaScreen CBFb-His/RUNX1-biotin binding, biochemical | Q01196+Q13951 | AID 1477 | 230,000 tested, under 10 active | Potency, µM (series often up to 59.8 µM), for the others: top-dose activity, negative = inhibition, usual class: inhibitors; also: % of control where 0% means no effect
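CBFb-His/RUNX1-biotin, 30 nM each, preincubated 20 min RT; compound 15 min RT; Ni + streptavidin beads 50 ng each, 90 min RT; AlphaScreen read.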
L3MBTL1 inh: L3MBTL1 (human) inhibition; Q9Y468; AlphaScreen L3MBTL1–H3K9me1 peptide binding; actives 0.66% (n = 230,000); Potency, µM (top dose mostly 57.1 µM), for inactives: at the top dose activity, negative = inhibition, usual class: inhibitors; also: potency is read from the fitted curve at half-maximal effect; % is scaled to controls: 0 for no effect and ±100 for the full control effect; nearly all actives have a fitted effect of over 60% in size
Target sequence (Q9Y468 whole entry, looked up): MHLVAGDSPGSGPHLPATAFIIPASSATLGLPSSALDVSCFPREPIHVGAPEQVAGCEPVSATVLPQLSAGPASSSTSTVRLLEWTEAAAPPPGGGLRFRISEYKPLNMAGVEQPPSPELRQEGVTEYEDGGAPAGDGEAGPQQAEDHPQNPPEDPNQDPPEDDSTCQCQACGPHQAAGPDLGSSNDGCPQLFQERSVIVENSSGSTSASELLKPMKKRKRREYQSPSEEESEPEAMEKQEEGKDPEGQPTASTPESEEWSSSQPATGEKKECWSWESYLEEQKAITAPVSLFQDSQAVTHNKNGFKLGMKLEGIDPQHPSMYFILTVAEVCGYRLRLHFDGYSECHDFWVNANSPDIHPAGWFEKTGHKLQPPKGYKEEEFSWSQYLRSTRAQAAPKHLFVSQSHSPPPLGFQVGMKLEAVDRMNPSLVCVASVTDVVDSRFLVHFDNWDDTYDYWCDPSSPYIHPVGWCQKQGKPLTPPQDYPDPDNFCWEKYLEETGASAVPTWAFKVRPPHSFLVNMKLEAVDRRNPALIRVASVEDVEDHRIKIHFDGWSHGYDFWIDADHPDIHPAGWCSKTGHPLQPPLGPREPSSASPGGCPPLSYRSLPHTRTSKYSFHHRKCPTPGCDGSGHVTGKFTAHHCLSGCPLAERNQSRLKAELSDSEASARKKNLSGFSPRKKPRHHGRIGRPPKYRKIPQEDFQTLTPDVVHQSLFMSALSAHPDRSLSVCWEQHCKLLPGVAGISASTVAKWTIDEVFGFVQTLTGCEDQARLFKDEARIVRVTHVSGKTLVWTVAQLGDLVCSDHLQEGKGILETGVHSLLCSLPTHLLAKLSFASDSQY
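First, the protein-peptide complex forms for 30 min at room temperature (L3MBTL1 50 nM, biotinylated H3K9me1 peptide 75 nM). Next, compounds are pin-transferred and incubated 30 min. Finally, AlphaScreen beads are added and read after 30 min.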
KinaseGlo FLuc: Kinase-Glo luciferase inhibition (counter-screen). Q27757. Kinase-Glo luciferase, ATP luminescence, 8 min. Potency, µM (doses to about 38.3 µM), without a hit: top-dose activity change, negative = inhibition, actives largely listed as inhibitors. actives 0.28% (n = 200,000); also: potency is read from the fitted curve at half-maximal effect; % is scaled to controls: 0 for no effect and ±100 for the full control effect; nearly all actives have a fitted effect of over 60% in size
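Compounds were added to a substrate mix at pH 7.2 (50 mM imidazole, 10 uM ATP, within the enzyme's linear range), followed by Kinase-Glo detection reagent; luminescence was measured after 8 minutes at ambient temperature.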
* = called active by the depositor; & = joins results of further samples; [ ] = dose if it differs, or a comment. Calls follow the shape of the dose curve; as a rule, active = well fitted curve in the direction sought with a large enough effect; inconclusive = small, poorly fitted or top-dose-only effect, or another doubt; inactive = no such curve, though single readings can be large; an effect the other way counts as inactive or inconclusive. A portion of the library; rates above refer to the full screens.

What do the screens show for `Cc1ccccc1N1C(=O)c2ccccc2C1Nc1cccnc1` (stereo unspecified)?
NPSR antag: -7%[46.1 µM]; IMPase Li inh: 5%[38.3 µM]; HttQ103 aggreg: 15%; Epigenetic reg: 0.1%; CBFb-RUNX1 inh: 2%; KinaseGlo FLuc: -2%

Results for COc1ccc(N(CC(O)Cn2nnc3ccccc32)S(=O)(=O)c2ccc(C)cc2)cc1 (stereo unspecified) ?
NPSR antag: -23%[46.1 µM]; IMPase Li inh: -3%[38.3 µM]; HttQ103 aggreg: -4%; Epigenetic reg: 1.9%; CBFb-RUNX1 inh: -1%; L3MBTL1 inh: -19%; KinaseGlo FLuc: -2%

How did Cc1c(NC(=O)c2ccccc2)c(=O)n(-c2ccccc2)n1C do in these assays?
NPSR antag: -4%[46.1 µM]; IMPase Li inh: 8%; HttQ103 aggreg: 6%; Epigenetic reg: 9.3%; CBFb-RUNX1 inh: 16%; L3MBTL1 inh: -2%; KinaseGlo FLuc: -3%

What do the screens show for `CC1Cc2ccccc2C(=O)N1` (stereo unspecified)?
NPSR antag: 1%[46.1 µM]; IMPase Li inh: -6%; HttQ103 aggreg: 15%; Epigenetic reg: -0.9%; CBFb-RUNX1 inh: 8%; L3MBTL1 inh: 4%; KinaseGlo FLuc: 7%

Results for CC(C)(C)C(=O)O/N=C(\N)COc1cccc(Cl)c1 ?
NPSR antag: 2%; HttQ103 aggreg: -10%[9.22 µM]; Epigenetic reg: 0.0%; CBFb-RUNX1 inh: 11%; L3MBTL1 inh: 12%

How did C=C(C)C1COc2cc3oc(=O)ccc3cc2O1 (stereo unspecified) do in these assays?
IMPase Li inh: 3%; Epigenetic reg: -0.3%; CBFb-RUNX1 inh: 17%; KinaseGlo FLuc: -9%

How did CCc1ccccc1NC(=O)Cn1nc(C(F)(F)F)cc1C1CC1 do in these assays?
NPSR antag: -8%[46.1 µM]; IMPase Li inh: 10%[38.3 µM]; HttQ103 aggreg: 6%; Epigenetic reg: 1.1%; CBFb-RUNX1 inh: 1%; L3MBTL1 inh: 2%; KinaseGlo FLuc: -4%

What do the screens show for `O=C(CSc1n[nH]c(-c2cccs2)n1)NCc1cccs1`?
NPSR antag: -11%[46.1 µM]; IMPase Li inh: -3%[38.3 µM]; HttQ103 aggreg: -5%; Epigenetic reg: 0.0%; CBFb-RUNX1 inh: 2%; L3MBTL1 inh: 6%; KinaseGlo FLuc: -1%

Results for CCCN=C(C)C1=C(O)c2ccccc2C1=O ?
NPSR antag: 2%; IMPase Li inh: 6%; HttQ103 aggreg: -11%; Epigenetic reg: 0.6%; CBFb-RUNX1 inh: 13%; L3MBTL1 inh: 10%; KinaseGlo FLuc: -1%

How did COc1cccc(NC(=O)C(NCC(C)(C)CN(C)C)c2ccccc2)c1 (stereo unspecified) do in these assays?
NPSR antag: 6%[46.1 µM]; IMPase Li inh: 50%[activator][38.3 µM]; HttQ103 aggreg: 8%; Epigenetic reg: -1.4%; CBFb-RUNX1 inh: -2%; KinaseGlo FLuc: -1%

Results for COc1ccc(C(=O)Nc2ccc(SC(F)F)cc2)cc1 ?
NPSR antag: 16%; IMPase Li inh: -1%; HttQ103 aggreg: 2%; Epigenetic reg: 0.0%; CBFb-RUNX1 inh: 7%; L3MBTL1 inh: -6%; KinaseGlo FLuc: 0%

How did O=C(N/N=C/c1c(O)ccc2ccccc12)c1[nH]ncc1Br do in these assays?
NPSR antag: -5%; IMPase Li inh: -1%; HttQ103 aggreg: 1.1µM*; Epigenetic reg: 0.0%; CBFb-RUNX1 inh: inconclusive; L3MBTL1 inh: -17%; KinaseGlo FLuc: 2%

How did Cc1oc(C(C)(C)C)c(CN2CCOCC2)c1C(=O)O do in these assays?
NPSR antag: -22%; IMPase Li inh: 5%; HttQ103 aggreg: 12%[9.22 µM]; Epigenetic reg: -2.6%; CBFb-RUNX1 inh: 4%; L3MBTL1 inh: -4%; KinaseGlo FLuc: 1%

What do the screens show for `Cc1ccccc1N1C(=S)NC2c3ccccc3OC1(C)C2C(=O)N(C)C` (stereo unspecified)?
NPSR antag: 5%; IMPase Li inh: 5%; HttQ103 aggreg: 5%; Epigenetic reg: -0.1%; CBFb-RUNX1 inh: -1%; KinaseGlo FLuc: 1%

How did CCNc1ccc(C(=O)Nc2ccc3nc(C)sc3c2)cc1[N+](=O)[O-] do in these assays?
NPSR antag: -6%; IMPase Li inh: -15%; HttQ103 aggreg: 4%; Epigenetic reg: 2.1%; CBFb-RUNX1 inh: -7%; L3MBTL1 inh: 0%; KinaseGlo FLuc: -2%

Next section; it opens with the two that closed the last part.
What do the screens show for `Cc1ccccc1N1C(=S)NC2c3ccccc3OC1(C)C2C(=O)N(C)C` (stereo unspecified)?
NPSR antag: 5%; IMPase Li inh: 5%; HttQ103 aggreg: 5%; Epigenetic reg: -0.1%; CBFb-RUNX1 inh: -1%; KinaseGlo FLuc: 1%

How did CCNc1ccc(C(=O)Nc2ccc3nc(C)sc3c2)cc1[N+](=O)[O-] do in these assays?
NPSR antag: -6%; IMPase Li inh: -15%; HttQ103 aggreg: 4%; Epigenetic reg: 2.1%; CBFb-RUNX1 inh: -7%; L3MBTL1 inh: 0%; KinaseGlo FLuc: -2%

Results for CC(C)=C(NC(=O)c1ccccc1)C(=O)NCc1ccccc1 ?
NPSR antag: 23%; IMPase Li inh: 2%; HttQ103 aggreg: -6%; Epigenetic reg: 1.1%; CBFb-RUNX1 inh: 3%; KinaseGlo FLuc: 0%

What do the screens show for `FC(F)(F)c1cnc(N2CCSCC2)c(Cl)c1`?
NPSR antag: -22%; HttQ103 aggreg: -4%[9.22 µM]; Epigenetic reg: 2.2%; CBFb-RUNX1 inh: 1%; L3MBTL1 inh: 0%

How did N#C/C(=C\c1ccc(-c2ccc(C(=O)O)cc2)o1)c1nc2ccccc2[nH]1 do in these assays?
NPSR antag: inconclusive; IMPase Li inh: 19%; HttQ103 aggreg: 3%[9.22 µM]; Epigenetic reg: 14%&2.4%; CBFb-RUNX1 inh: -1%; L3MBTL1 inh: -9%; KinaseGlo FLuc: -2%

How did O=S(=O)(NCc1ccco1)N1CCOCC1 do in these assays?
NPSR antag: -3%[46.1 µM]; IMPase Li inh: -4%[38.3 µM]; HttQ103 aggreg: -10%; Epigenetic reg: -2.1%; CBFb-RUNX1 inh: 1%; L3MBTL1 inh: 0%[11.4 µM]; KinaseGlo FLuc: 2%

How did COc1ccccc1NC(=O)N1CCc2c([nH]c3ccccc23)C1C(F)(F)F (stereo unspecified) do in these assays?
NPSR antag: 46%; HttQ103 aggreg: 7%[9.22 µM]; Epigenetic reg: 1.4%; CBFb-RUNX1 inh: 2%; L3MBTL1 inh: -12%

What do the screens show for `COC(=O)c1cn(-c2ccccc2)nc1C(=O)OC`?
NPSR antag: 14%[46.1 µM]; IMPase Li inh: -2%[38.3 µM]; HttQ103 aggreg: -5%; Epigenetic reg: -0.7%; CBFb-RUNX1 inh: 4%; L3MBTL1 inh: 4%; KinaseGlo FLuc: -2%

What do the screens show for `CCN(CC)C(=O)C(C)OC(=O)COc1ccc(Cl)cc1Cl` (stereo unspecified)?
NPSR antag: 3%; IMPase Li inh: 5%; HttQ103 aggreg: 26%; Epigenetic reg: 0.0%; CBFb-RUNX1 inh: 10%; L3MBTL1 inh: 7%; KinaseGlo FLuc: -2%

What do the screens show for `CCOc1ccc(CSCCNC(=S)Nc2ccccc2)cc1`?
NPSR antag: -22%; IMPase Li inh: 5%; HttQ103 aggreg: -6%; Epigenetic reg: -1.0%; CBFb-RUNX1 inh: -6%; L3MBTL1 inh: -3%; KinaseGlo FLuc: 1%

How did COc1ccc(N2CCN(c3nc4ccccc4nc3NS(=O)(=O)c3ccccc3)CC2)cc1 do in these assays?
NPSR antag: -13%[46.1 µM]; IMPase Li inh: 26%[38.3 µM]; HttQ103 aggreg: 0%; Epigenetic reg: 0.4%; CBFb-RUNX1 inh: -21%; KinaseGlo FLuc: -4%

Results for Cn1c2c(c(=O)n(C)c1=O)C(c1ccc(F)cc1)C(C#N)=C(N)O2 (stereo unspecified) ?
NPSR antag: -7%; IMPase Li inh: -7%; HttQ103 aggreg: 13%; Epigenetic reg: 0.4%; CBFb-RUNX1 inh: 12%; L3MBTL1 inh: -11%; KinaseGlo FLuc: 0%

Results for S=C(Nc1ccccc1)N1N=C(c2cccs2)CC1c1cccs1 (stereo unspecified) ?
NPSR antag: 35%; IMPase Li inh: 4%; HttQ103 aggreg: 6%[9.22 µM]; Epigenetic reg: 0.0%; CBFb-RUNX1 inh: 0%; L3MBTL1 inh: -9%

How did O=C1CSC(c2cn(-c3ccccc3)nc2-c2ccccc2)N1Cc1ccco1 (stereo unspecified) do in these assays?
NPSR antag: inconclusive; IMPase Li inh: 31%[activator][38.3 µM]; HttQ103 aggreg: -5%; Epigenetic reg: 1.0%; CBFb-RUNX1 inh: 2%; L3MBTL1 inh: inconclusive; KinaseGlo FLuc: 15%

How did CC1(C)OC(C)(C)/C(=C/Nc2ccc(O)cc2)C1=O do in these assays?
NPSR antag: -6%; IMPase Li inh: -3%; HttQ103 aggreg: -13%; Epigenetic reg: -1.9%; CBFb-RUNX1 inh: -7%; L3MBTL1 inh: inconclusive; KinaseGlo FLuc: -4%

Results for Cc1cccc(NC(=O)c2sc(NC(=O)COc3ccccc3)c(C#N)c2C)c1C ?
NPSR antag: -28%; IMPase Li inh: -5%; HttQ103 aggreg: 6%; Epigenetic reg: 0.0%; CBFb-RUNX1 inh: -10%; L3MBTL1 inh: 1%; KinaseGlo FLuc: 0%

What do the screens show for `Cc1ccc(-c2nnc(N3CCN(C(=O)COc4cccc(C)c4)CC3)c3ccccc23)cc1`?
NPSR antag: inconclusive; HttQ103 aggreg: 9%[9.22 µM]; Epigenetic reg: -0.6%; CBFb-RUNX1 inh: -15%; L3MBTL1 inh: -17%

How did CC(C)CC(CO)N1CCN(C(=O)c2ccc(Cl)cc2Cl)CCC1=O (stereo unspecified) do in these assays?
NPSR antag: 15%; IMPase Li inh: -1%; HttQ103 aggreg: 3%; Epigenetic reg: 0.1%; CBFb-RUNX1 inh: 7%[2.36 µM]; L3MBTL1 inh: 12%; KinaseGlo FLuc: -5%

How did O=C(CCN1C(=O)c2ccncc2C1=O)NCc1ccc(Cl)cc1 do in these assays?
NPSR antag: 0%[46.1 µM]; IMPase Li inh: 3%[38.3 µM]; HttQ103 aggreg: -8%; Epigenetic reg: 0.0%; CBFb-RUNX1 inh: 2%; L3MBTL1 inh: 0%; KinaseGlo FLuc: 5%

From PubChem
